High-throughput results from PubChem BioAssay.
RSV CPE inhibition: inhibition of RSV-induced cytopathic effect – HEp-2 cells, primary 10 µM value included (AID 2391). HEp-2 cells, RSV-induced CPE inhibition; higher % means a stronger effect. one-dose CPE inhibition, % at 10 µM; IC50 in µM for titrated hits. 0.13% of 310,000 active; in the data active means a potency from the dose series; inconclusive means CPE inhibition mostly from about 23% at the one dose, without a potency; inactive means the rest, 99 in 100 with CPE inhibition below about 21%; further: strong numbers were not always called active
Salmonella PhoP GFP: PhoP-dependent GFP reporter repression – Salmonella Typhimurium, primary screen (AID 1863); S. Typhimurium PhoP-regulated promoter GFP reporter, 4 h; higher % means a stronger effect; inhibition, % at 50 µM, or IC50 in µM where a hit was titrated; 0.16% of 300,000 active;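 active means inhibition over 29.93%, a cutoff 3 SD above the screen mean, later confirmed by dose response; inconclusive means inhibition over 29.93% but no dose response follow-up; inactive means inhibition at most 29.93% or unconfirmed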;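 further: 0% = low Mg2+ inducing control and 100% = high Mg2+ repressing control; strong numbers were not always called active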
MgcRacGAP inhibition: MgcRacGAP GTPase-activating activity inhibitors, confirmation, biochemical, ADP Hunter fluorescence | AID 624330 | 0.6% of 340,000 active | one-dose inhibition, % at 30 µM; IC50 in µM for titrated hits | MgcRacGAP-stimulated Rac1 GTP hydrolysis, ADP Hunter fluorescence; higher % means a stronger effect; GST-tagged Rac1 F28L mutant substrate;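 active means first-screen hits whose inhibition reached a set limit at any dose in the follow-up dose series; inconclusive means inhibition above the set first-screen limit but never retested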;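 further: fluorescence reports GDP produced by GAP-driven GTP hydrolysis; strong numbers were not always called active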
GPR35 arrestin U2OS: GPR35 antagonists blocking zaprinast-driven arrestin recruitment, primary screen, imaging, U2OS, beta-arrestin-GFP, zaprinast agonist (AID 2058); U2OS GPR35 beta-arrestin-GFP translocation imaging, zaprinast antagonism; higher % means a stronger effect; 0.052% of 290,000 active; one-dose inhibition, % at 10 µM; IC50 in µM for titrated hits;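 active means inhibition of at least 50% with at least 30 cells and total cytoplasm GFP at most 10,000,000; inconclusive means under 30 cells or total GFP of 10,000,000 plus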
Large T inhibition: SV40 large T antigen inhibitors, biochemical (AID 1903). SV40 large T antigen ATPase/helicase inhibition assay; higher % means a stronger effect. inhibition, % at 20 µM, or IC50 in µM where a hit was titrated. 0.39% of 310,000 active; in the data active means a potency from the dose series; inconclusive means inhibition mostly from about 32% at the one dose, without a potency; inactive means the rest, 99 in 100 with inhibition below about 32%; further: strong numbers were not always called active
NS5 inhibitors: Dengue-2 NS5 methyltransferase inhibitors, primary screen, biochemical, confirmation dose response (AID 588689); 0.3% of 340,000 active; Dengue-2 NS5 methyltransferase capping enzyme assay, biochemical; higher % means a stronger effect; inhibition, % at 25 µM; hits with a dose series show IC50 in µM; in the data active means a potency from the dose series; inconclusive means inhibition above about 29% without an active follow-up result
LYP phosphatase: inhibitors of LYP phosphatase, biochemical, fluorescence intensity, uHTS (AID 1779); recombinant LYP phosphatase, fluorescence intensity; higher % means a stronger effect; inhibition, % at 11.5 µM; hits with a dose series show IC50 in µM; 0.054% of 290,000 active; in the data active means inhibition above about 50%;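 further: plate controls were vehicle with enzyme for no effect and no enzyme for full effect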
CSM14.1 death rescue: rescue of cells from ER stress-induced death, primary screen, 384-well, CSM14.1, thapsigargin, ATP luminescence (AID 1222); CSM14.1 thapsigargin-induced death rescue, ATP luminescence; higher % means a stronger effect; cellular ATP content (survival), % at 20 µM; hits with a dose series show EC50 in µM; 190,000 tested, under 10 active;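 active means EC50 below 50 µM in the dose-response confirmation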;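 further: death triggered by thapsigargin at about 15 µM added after 2 h compound pretreatment; cell ATP read after overnight thapsigargin exposure of roughly 18 to 22 hours; normalized against plate controls of thapsigargin alone and 5% DMSO vehicle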
West Nile antiviral: inhibition of WNV-induced cytopathic effect – cell-based, CPE readout (AID 1621); West Nile virus-infected cells, CPE inhibition; higher % means a stronger effect; one-dose CPE inhibition, % at 10 µM; IC50 in µM for titrated hits; 0.02% of 290,000 active; in the data active means a potency from the dose series; inconclusive means CPE inhibition mostly from about 3.7% at the one dose, without a potency; inactive means the rest, 99 in 100 with CPE inhibition below about 2.2%; further: strong numbers were not always called active
NS5 inhibitors pilot replicate: further read-out of NS5 inhibitors, marked with its call; inhibition, %; measured here: pilot screen replicate inhibition
* hit, by the source's call; ? = inconclusive; nt = no result given. Rows were taken by chance; about 1.5% have a hit in one of these screens.

SMILES	RSV CPE inhibition	Salmonella PhoP GFP	MgcRacGAP inhibition	GPR35 arrestin U2OS	Large T inhibition	NS5 inhibitors	LYP phosphatase	CSM14.1 death rescue	West Nile antiviral	others
C=CCN(CC(=O)c1sc(C(=O)OCC)nc1C)c1cccc(Br)c1	-1.9%	-11%	16%	nt	9%	-6%	nt	nt	0.4%
CN(CC(=O)Nc1ccc(Cl)c(C(F)(F)F)c1)C(=O)c1cccs1	17%	1%	4%	nt	18%	3%	nt	nt	nt
CCCC(=O)NCCc1cc2ccc(C)c(C)c2[nH]c1=O	1.7%	2%	6%	2%	3%	1%	67%*	-2.4%	0.0%
CCOC(=O)C1=C(COC(=O)c2ccc(OC)c(OC)c2OC)NC(=O)NC1C (stereo not drawn)	1.1%	8%	9%	nt	12%	-1%	nt	nt	nt
COc1ccc(C2NN=C(c3ccc(C)cc3)S2)cc1 (stereo not drawn)	-0.1%	-7%	8%	-2%	8%	-11%	-1%	nt	-0.2%
COC(=O)CC1C(=O)NCCN1C(=O)c1ccc(S(=O)(=O)N2CCOCC2)cc1 (stereo not drawn)	-3.0%	8%	6%	10%	5%	-8%	-6%	-0.3%	-0.9%
Cc1cccc(NC(=O)CSc2nnc(-c3ccc(S(=O)(=O)N4CCCC4)cc3)o2)c1	-0.3%	-4%	7%	4%	17%	0%	-8%	0.2%	0.3%
CCSc1nc(-c2ccccc2)c(-c2ccccc2)n1CC(O)CO (stereo not drawn)	3.7%	-2%	8%	0%	14%	-5%	-2%	-1.3%	-0.2%
Cc1cc(-c2c(C(=O)N3CCOCC3)c(C)nn2-c2cccc(C(F)(F)F)c2)no1	2.0%	0%	3%	-1%	8%	-5%	-7%	nt	-0.5%
CCCCOc1ccc(S(=O)(=O)N2CCN(C)CC2)cc1	-1.3%	nt	1%	nt	14%	5%	nt	nt	nt
CCOC(=O)c1c(N)sc(C(O)(C(F)(F)F)C(F)(F)F)c1-c1ccc(Cl)cc1	42%	6%	4%	9%	-1%	-2%	-5%	0.1%	0.3%
O=C(/C=C/c1ccc(OC(F)F)cc1)OCC(=O)N1CCN(C(=O)c2ccco2)CC1	2.2%	-8%	9%	-7%	27%	-6%	5%	-3.6%	0.3%
Cc1ccc(C(C)C)c(OCCNC(=O)c2cncc(Br)c2)c1	7.9%	1%	0%	2%	11%	-5%	-6%	-1.1%	0.6%
CCOc1ccc(NC(=O)c2cc3cc4ccc(C)cc4nc3o2)cc1	1.2%	-2%	nt	3%	18%	nt	-6%	0.1%	0.2%
O=C(Nc1nnc(C2=COCCO2)o1)c1ccc([N+](=O)[O-])cc1	0.8%	-6%	3%	1%	4%	-2%	-13%	nt	0.9%
Cc1nn(-c2ccccc2)c(C)c1/C=N/NC(=O)c1cc(-c2cccs2)[nH]n1	12%	-10%	13%	-14%	12%	-5%	-7%	-3.8%	-1.0%
CSCCC(Nc1ccc(S(=O)(=O)N2CCOCC2)cc1[N+](=O)[O-])C(=O)OCC(=O)N(C(C)C)C(C)C (stereo not drawn)	0.4%	3%	9%	2%	4%	-4%	1%	-0.8%	0.7%
c1ccc(-c2ccccc2OCCCN2CCOCC2)cc1	2.1%	3%	27%	6%	-4%	-7%	-5%	-1.3%	0.3%
O=C(CSc1nc2ncccc2[nH]1)NC1CCCC1	0.3%	nt	-3%	6%	10%	-3%	-9%	nt	0.1%
C=CCNC(=S)N(CC)c1cccc2ccccc12	-1.4%	-3%	6%	3%	1%	-7%	-3%	-1.6%	0.1%
CC(=O)c1ccc(OCC(O)CN2CCN(S(=O)(=O)c3cccc(Br)c3)CC2)cc1 (stereo not drawn)	0.4%	5%	8%	-4%	10%	2%	-7%	nt	-0.3%
CC(C)CN1CCN(Cc2ccc3ncccc3c2)CC1CCO (stereo not drawn)	-0.4%	-8%	0%	4%	-6%	-4%	-6%	0.2%	-0.7%
Cc1ccc(C(=O)Nc2ccc(F)cc2)o1	1.5%	7%	-3%	-5%	6%	1%	6%	-1.3%	-0.8%
CCCC(=Nc1ccccc1OC)C1=C(O)CC(c2ccccc2)CC1=O (stereo not drawn)	1.8%	-3%	-5%	-2%	18%	-2%	-8%	0.6%	-0.1%
CCC(C)(C)NC(=O)C(c1ccc(OC)cc1)N(C(=O)CCC(=O)Nc1cc(C)on1)C1CC1 (stereo not drawn)	0.7%	-7%	2%	-8%	8%	-5%	-3%	nt	-1.1%
C(=N\N1CCN(Cc2cccc3ccccc23)CC1)/c1cccnc1	0.9%	24%	8%	13%	12%	-2%	1%	-1.7%	1.3%
O=C(CSc1ccccc1C(=O)NCCCN1CCCC1=O)NCc1ccco1	1.9%	-9%	12%	-20%	11%	-11%	0%	nt	0.2%
COc1ccc(C(=O)CSc2nnc(-c3cccnc3)n2Cc2ccco2)cc1	2.0%	14%	10%	-9%	-2%	3%	-5%	3.1%	-0.3%
Nc1ccc(O)cc1C(=O)OCC(=O)C12CC3CC(CC(C3)C1)C2	0.0%	2%	?	-3%	-2%	36%	-4%	-2.0%	-0.2%
CCNC(=O)COC(=O)/C=C/c1cccc(F)c1	1.3%	-8%	2%	-5%	61%	2%	-6%	-0.8%	-0.4%
O=[N+]([O-])c1ccc(S(=O)(=O)Nc2cccc(-c3ccc(N4CCOCC4)nn3)c2)cc1	38%	4%	7%	nt	12%	0%	nt	nt	nt
O=C(c1cc(F)c(F)cc1Cl)N1CCCCC1	0.9%	-7%	5%	-8%	0%	7%	-4%	3.6%	0.1%
O=C(NC1CCN(C(=S)Nc2ccc(Cl)cc2)CC1)C1CCCCC1	-0.7%	0%	4%	-8%	-1%	-1%	-7%	nt	0.9%
Cc1ccc(C)c(N2CCN(C(=O)CCC(=O)Nc3nnc(C(F)(F)F)s3)CC2)c1	16%	-11%	-2%	-3%	17%	-9%	-5%	nt	-0.6%
Cn1c(=O)c2c(nc(NCCCN3CCOCC3)n2Cc2ccc(Cl)cc2)n(C)c1=O	0.5%	nt	1%	-9%	nt	-9%	-11%	-1.0%	0.3%
NC(=O)C1CNc2ccccc2O1 (stereo not drawn)	1.8%	2%	-3%	-2%	21%	5%	-1%	-2.0%	0.5%
C=CCOc1nc2c(c(=O)n(Cc3ccc(Cl)cc3)c(=O)n2C)n1C	1.8%	-5%	15%	-15%	6%	6%	0%	-1.7%	0.0%
COc1cc(C(=O)NC(=S)Nc2ccc3c(c2)C(=O)N(C)C3=O)cc(OC)c1OC	2.1%	-7%	6%	-2%	7%	0%	-2%	-0.2%	1.1%
COc1ccc(-c2nc(-n3c(C)c(C(C)=O)c(C(C)=O)c3C)sc2C)cc1	15%	3%	1%	-3%	7%	3%	-2%	-1.1%	-1.1%
Cn1c(=O)c2cc(NCc3ccccc3)nnc2n(C)c1=O	0.6%	-13%	4%	12%	8%	18%	-15%	0.5%	0.0%
CC(=O)Nc1ccc(N(C(=O)c2ccco2)C(C(=O)NC2CCCCC2)c2ccccc2)cc1 (stereo not drawn)	0.2%	2%	8%	9%	3%	-2%	-9%	nt	-1.3%
Cc1ccc2cc(CN(Cc3cccs3)C(=O)c3ccco3)c3nnnn3c2c1C	1.5%	5%	nt	-7%	-12%	nt	0%	-1.3%	-0.3%
O=C(CSc1nnc2c3c4c(sc3ncn12)CCCC4)NCc1ccco1	3.3%	8%	6%	-8%	7%	-3%	-15%	0.2%	-0.6%
O=[N+]([O-])c1ccc(Oc2cccc3cccnc23)c(Cl)c1	-0.3%	6%	nt	1%	3%	-10%	0%	nt	-0.5%
O=C(COC(=O)c1cc([N+](=O)[O-])ccc1NCc1ccccc1Cl)NCC(F)(F)F	2.1%	0%	8%	-1%	2%	0%	-8%	-0.8%	-0.5%
Cc1ccc2nc(NCc3ccc(F)cc3)c3nncn3c2c1	2.2%	-3%	11%	-7%	7%	12%	-4%	nt	-0.1%
CCCNC(=O)CSc1nc2ccccc2c(=O)n1CCC	0.9%	2%	-2%	-10%	-7%	-12%	-2%	1.2%	-0.6%
CC(=O)NC(C)C(=O)OCC(=O)c1ccc(Cl)s1 (stereo not drawn)	1.6%	-1%	8%	-1%	-2%	0%	5%	0.2%	0.8%
Cc1ccc2c(c1)CCCN2C(=O)c1ccoc1C	2.3%	1%	8%	-2%	10%	-4%	-1%	-2.4%	-0.5%
CC(C)Cc1nnc(NC(=O)CCC(=O)NC2CCCCC2)s1	1.1%	-7%	12%	3%	7%	-10%	-7%	nt	-0.5%
Clc1ccccc1-c1nn2c(-c3ccccn3)nnc2s1	-0.3%	-4%	4%	-13%	7%	-9%	-10%	-0.1%	0.2%	NS5 inhibitors pilot replicate=3.9
COc1ccc(N2C(=O)CC(N3CCN(c4cccc(Cl)c4)CC3)C2=O)cc1 (stereo not drawn)	0.6%	-1%	6%	11%	7%	-5%	-10%	nt	-0.6%

Among those listed so far, 8 have an aryl methoxy group.
SMILES	RSV CPE inhibition	Salmonella PhoP GFP	MgcRacGAP inhibition	GPR35 arrestin U2OS	Large T inhibition	NS5 inhibitors	LYP phosphatase	CSM14.1 death rescue	West Nile antiviral	others
CCOC(=O)C1=C(COC(=O)c2ccc(OC)c(OC)c2OC)NC(=O)NC1C (stereo not drawn)	1.1%	8%	9%	nt	12%	-1%	nt	nt	nt
COc1ccc(C2NN=C(c3ccc(C)cc3)S2)cc1 (stereo not drawn)	-0.1%	-7%	8%	-2%	8%	-11%	-1%	nt	-0.2%
CCCC(=Nc1ccccc1OC)C1=C(O)CC(c2ccccc2)CC1=O (stereo not drawn)	1.8%	-3%	-5%	-2%	18%	-2%	-8%	0.6%	-0.1%
CCC(C)(C)NC(=O)C(c1ccc(OC)cc1)N(C(=O)CCC(=O)Nc1cc(C)on1)C1CC1 (stereo not drawn)	0.7%	-7%	2%	-8%	8%	-5%	-3%	nt	-1.1%
COc1ccc(C(=O)CSc2nnc(-c3cccnc3)n2Cc2ccco2)cc1	2.0%	14%	10%	-9%	-2%	3%	-5%	3.1%	-0.3%
COc1cc(C(=O)NC(=S)Nc2ccc3c(c2)C(=O)N(C)C3=O)cc(OC)c1OC	2.1%	-7%	6%	-2%	7%	0%	-2%	-0.2%	1.1%
COc1ccc(-c2nc(-n3c(C)c(C(C)=O)c(C(C)=O)c3C)sc2C)cc1	15%	3%	1%	-3%	7%	3%	-2%	-1.1%	-1.1%
COc1ccc(N2C(=O)CC(N3CCN(c4cccc(Cl)c4)CC3)C2=O)cc1 (stereo not drawn)	0.6%	-1%	6%	11%	7%	-5%	-10%	nt	-0.6%
